# LMPTP block = LMPTP phosphatase inhibitors, primary screen, biochemical, fluorescence intensity, uHTS; Low molecular weight phosphotyrosine protein phosphatase (Homo sapiens), P24666; recombinant LMPTP-A, OMFP fluorogenic substrate; inhibition, % at 20 µM; 360,000 tested, 0.22% active;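 active = compounds that cut the enzyme signal by at least half of the control window in the single-dose screen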;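 also: plate controls were DMSO wells with enzyme plus substrate for no effect and substrate without enzyme for full effect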
#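 Test system: LMPTP-A phosphatase enzyme; input: 0.625 nM LMPTP-A final; reagent: OMFP substrate, 400 µM final; compound dosing: 20 µM single dose, 3% DMSO; incubation: 50 min dark incubation at room temperature; measured by: endpoint fluorescence intensity from OMFP dephosphorylation; measure: % inhibition relative to no-enzyme and uninhibited control wells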
# STEP inh = STEP phosphatase inhibitors, primary screen, biochemical, fluorescence intensity, uHTS; 360,000 tested, 0.25% active; Tyrosine-protein phosphatase non-receptor type 5 (Homo sapiens), P54829; AID 588621, 2011; inhibition, % at 20 µM; recombinant STEP, OMFP fluorogenic substrate;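 active = inhibition at 20 µM, scaled per plate between control wells, above about 37%, limit read from the data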;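 also: 0% = DMSO with enzyme and substrate and 100% = substrate only without enzyme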
#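 Test system: STEP tyrosine phosphatase / Reagent: OMFP at 25 µM / Doses: 20 µM, 1% DMSO / Read-out: percent inhibition scaled to no-enzyme and uninhibited-enzyme controls, plate-pattern corrected / Detection: FITC-channel fluorescence of OMFP product / Medium: Bis-Tris buffer pH 6.0, 2.5 mM DTT, 0.005% Tween 20 / Schedule: 20 min at room temperature, dark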
# SKN-1 inh = suppressors of acrylamide-induced Pgst-4::GFP reporter in worms, primary screen, SKN-1 inhibitor project, whole organism, uHTS, GFP/RFP fluorescence ratio, strain VP596; C. elegans VP596 Pgst-4::GFP/RFP ratio, 24 h; inhibition, % at 21.8 µM; 360,000 tested, 0.49% active;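 active = interference check ratio from 0.5 to 1.5 plus GFP to RFP signal ratio inhibition reaching or exceeding a fixed threshold, cut at about 30% in these data, passing the limit was not always enough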; also: some compounds called inactive have numbers as strong as hits
# Scp-1 inhibitor = Scp-1 phosphatase inhibitors, primary screen, biochemical, colorimetric, uHTS. Recombinant Scp1, phosphopeptide, malachite green phosphate absorbance. inhibition, % at 20 µM. 340,000 tested, 0.88% active. AID 493091, 2011;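 active = inhibition above about 50% at 20 µM, limit read from the data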;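 also: plate controls were DMSO wells with enzyme for no effect and wells lacking enzyme for full effect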
#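 Incubation: 45 min enzyme reaction at room temperature / System: truncated SCP-1 phosphatase (76-261aa) / Reagent: Phospho 17-mer peptide substrate / Buffer or medium: Acidic Tris acetate buffer with magnesium and detergent / Signal: absorbance at 630 nm / Doses: one concentration, 20 µM, with 1.0% DMSO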
# NadD inh = inhibitors of S. aureus NadD, primary screen, biochemical, colorimetric, uHTS; inhibition, % at 20 µM; Nicotinate-nucleotide adenylyltransferase NadD (Staphylococcus aureus N315); 360,000 tested, 0.78% active; purified NadD enzyme, colorimetric absorbance read-out; in the data active = inhibition above about 26%; also: some compounds past the cut are filed as inactive
# Rpn11 inh = Rpn11 (PSMD14) deubiquitinase inhibitors, primary screen, biochemical, fluorescence polarization, uHTS; human 26S proteasome, Ub4-pepOG fluorescence polarization; 20S core pre-blocked with epoxomicin; calls only at 20 µM; 360,000 tested, 0.59% active; AID 588493, 2011;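 active = inhibition at 20 µM, scaled to each plate's controls, above about 33%, limit read from the data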
# DNMT1 inh = human DNMT1 methyltransferase inhibitors, primary screen, biochemical, molecular beacon, fluorescence, HinP1I cleavage, uHTS; DNA (cytosine-5)-methyltransferase 1 (Homo sapiens), P26358; inhibition (reported as % activation of signal), % at 10 µM; 360,000 tested, 0.83% active; AID 588458, 2011; in the data active = inhibition above about 50%
# Target sequence (P26358 504-1616 limits assumed): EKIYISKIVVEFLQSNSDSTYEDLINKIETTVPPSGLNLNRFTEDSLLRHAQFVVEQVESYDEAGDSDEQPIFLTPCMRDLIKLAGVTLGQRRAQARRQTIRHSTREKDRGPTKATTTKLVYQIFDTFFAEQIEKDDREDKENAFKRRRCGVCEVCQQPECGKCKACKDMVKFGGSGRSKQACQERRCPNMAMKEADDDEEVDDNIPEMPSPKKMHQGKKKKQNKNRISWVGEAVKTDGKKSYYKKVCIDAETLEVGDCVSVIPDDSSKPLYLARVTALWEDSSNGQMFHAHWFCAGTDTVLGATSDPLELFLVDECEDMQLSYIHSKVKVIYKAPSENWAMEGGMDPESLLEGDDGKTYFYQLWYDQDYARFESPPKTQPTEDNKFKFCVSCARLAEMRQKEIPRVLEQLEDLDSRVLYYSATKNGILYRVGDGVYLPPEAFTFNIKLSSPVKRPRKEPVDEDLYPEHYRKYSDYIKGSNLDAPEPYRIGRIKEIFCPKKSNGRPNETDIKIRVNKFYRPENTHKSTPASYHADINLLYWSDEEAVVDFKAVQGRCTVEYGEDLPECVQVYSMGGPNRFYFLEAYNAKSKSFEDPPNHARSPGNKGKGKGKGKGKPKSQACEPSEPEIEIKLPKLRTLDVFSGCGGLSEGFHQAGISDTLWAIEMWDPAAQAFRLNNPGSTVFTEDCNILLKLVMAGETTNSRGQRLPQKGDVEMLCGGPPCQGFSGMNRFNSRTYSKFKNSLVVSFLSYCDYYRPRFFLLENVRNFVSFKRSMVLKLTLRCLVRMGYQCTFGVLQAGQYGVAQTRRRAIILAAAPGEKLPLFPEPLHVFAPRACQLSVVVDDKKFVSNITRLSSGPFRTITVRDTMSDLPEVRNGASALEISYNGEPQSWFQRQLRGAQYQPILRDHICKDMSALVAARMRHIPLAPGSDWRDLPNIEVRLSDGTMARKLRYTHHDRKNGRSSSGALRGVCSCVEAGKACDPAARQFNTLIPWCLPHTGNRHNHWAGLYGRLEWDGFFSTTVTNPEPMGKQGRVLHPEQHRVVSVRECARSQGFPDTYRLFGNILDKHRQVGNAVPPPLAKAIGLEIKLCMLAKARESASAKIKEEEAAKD
# CendR NRP1 mod = modulators of CendR peptide binding to NRP-1, primary screen, biochemical, fluorescence polarization, uHTS. inhibition, % at 25 µM. 360,000 tested, 0.85% active. Neuropilin-1 (Homo sapiens), O14786. AID 602438, 2012. FAM-RPARPAR peptide binding to NRP-1;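 active = inhibition or corrected inhibition above about 18%, plus a signal ratio from 0.5 to 1.5, limit read from the data, passing the limit was not always enough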; also: strong numbers were not always called active
# SUMO1 PPI mod = modulators of SUMO1 protein-protein interactions, primary screen, biochemical, uHTS. Small ubiquitin-related modifier 1 (Homo sapiens), P63165. SUMO1 binding to a labelled peptide, TR-FRET, 1 h. inhibition, % at 20 µM. 360,000 tested, 0.33% active; in the data active = inhibition above about 37%
# MT1-MMP act inh = blockers of MT1-MMP proenzyme processing, primary screen, HT1080 RFP-PRO-GFP cells, GFP/RFP fluorescence; Matrix metalloproteinase-14 (Homo sapiens), P50281; GFP/RFP ratio fluorescence, overnight; percent of plate control window, DMSO zero; GFP/RFP ratio change, % at 20 µM; 360,000 tested, 0.061% active; AID 651647, 2012;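 active = GFP/RFP ratio change of at least 30% with cell ATP level not reduced by more than half and red fluorescence within 50% of control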; also: strong numbers were not always called active
#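 Material – HT1080 RFP-PRO-GFP cells · Control set – DMSO wells and RFP-L50D-GFP cells · Incubation – overnight cell settling, then overnight compound exposure, 37 °C, 5% CO2 · Compound dosing – single-point 20 µM compound, 1% DMSO · Read-out – GFP/RFP fluorescence ratio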
# * marks the source's active call; other numbers are inactive results; i = inactive; . = no result given. Compounds as they come; any-hit rate near 3.9%.
cpd	smiles	LMPTP block	STEP inh	SKN-1 inh	Scp-1 inhibitor	NadD inh
1	COc1cccc(NC(=O)Nc2nnc(CC(=O)Nc3ccccc3)s2)c1	1.2	-3	9	-4	4
2	COc1ccc(-n2c(Cc3cccn3C)nnc2SCC(=O)Nc2ccc3c(c2)OCO3)cc1	1.2	0	-2	-4	3
3	N#Cc1ccccc1/C=C/C(=O)N1CCOCC1	-0.4	-3	-5	0	-2
4	COc1ccc(NC(=O)C2(C)Cc3c(-c4cccc(C(N)=O)c4)ccnc3O2)cn1 (configuration not stated)	-1.2	-2	0	.	-2
5	N/C(=N\OC(=O)COc1ccc(Br)cc1Cl)c1ccncc1	0.4	0	33	0	1
6	COc1ccc(CN(CCNC(=O)CCCCC(=O)NCCN(Cc2ccc(OC)cc2)C(C)C)C(C)C)cc1	-0.2	-1	-6	-8	-17
7	CC(=O)N(c1ccc(C(C)C)cc1)C1C=CS(=O)(=O)C1 (configuration not stated)	-0.6	4	-12	-5	-7
8	CN(CCC#N)C(=O)COC(=O)c1nn(-c2ccccc2)c(=O)c2ccccc12	-2.5	0	6	-2	-3
9	Cc1ccc(CS(=O)(=O)CCC(=O)NCCN2CCCCC2C)cc1 (configuration not stated)	-4.7	-3	4	-15	-8
10	O=C(Cc1c[nH]c2ccccc12)Nc1ccccc1N1CCOCC1	-1.4	0	5	2	2

cpd	Rpn11 inh	DNMT1 inh	CendR NRP1 mod	SUMO1 PPI mod	MT1-MMP act inh
1	i	-4	2	4	-14
2	i	-1	-9	4	0
3	i	0	-1	-5	0
4	i	4	-5	8	4
5	i	-1	6	-1	3
6	i	-4	1	-1	6
7	i	0	-3	-2	10
8	i	-3	-6	-7	-3
9	i	2	12	-5	1
10	i	-12	-5	-7	0

# Following part
cpd	smiles	LMPTP block	STEP inh	SKN-1 inh	Scp-1 inhibitor	NadD inh
11	CCOC(=O)c1sc(-c2ccccc2)cc1N	1.9	1	-8	-9	-5
12	O=C(Cc1ccccc1)NNC(=O)Nc1ccccc1	-0.9	-2	-2	-7	-9
13	O=C(N[C@@H]1C/C=C\C[C@@H](CC(=O)N(CCO)Cc2ccccc2)C(=O)NC[C@H](c2ccccc2)OC1=O)OCC1c2ccccc2-c2ccccc21	2.2	-1	-3	-5	5
14	Cc1ccc(S(=O)(=O)N2CCOCC2)cc1C(=O)Nc1ccccc1N1CCOCC1	0.9	0	17	1	3
15	C=CCn1c(-c2cccs2)nc2nc3ccccc3nc21	-1.1	5	8	-6	-1
16	Cc1nn2cc(-c3ccc(Cl)cc3)nc2s1	0.4	-1	45*	-7	4
17	COc1cccc(CNS(=O)(=O)c2ccc3c(c2)N(C(C)=O)CCS3)c1	0.5	-1	20	-7	1
18	COc1cccc(NC(=O)CNS(=O)(=O)c2ccc(Cl)cc2)c1	-0.5	2	4	-9	-4
19	CCOc1ccc(/C(O)=C2/C(=O)C(=O)N(CCOCCO)C2c2cccnc2)cc1 (configuration not stated)	-0.4	-1	-26	-15	-4
20	O=C(CCNS(=O)(=O)c1ccccc1)Nc1ccccc1	-3.1	2	12	-5	3

cpd	Rpn11 inh	DNMT1 inh	CendR NRP1 mod	SUMO1 PPI mod	MT1-MMP act inh
11	i	-3	-1	-13	1
12	i	2	-2	2	1
13	i	-17	-15	-6	1
14	i	2	0	1	-1
15	i	-1	-14	-20	-1
16	i	3	4	-2	13
17	i	-2	-20	3	-2
18	i	2	11	-2	7
19	i	1	4	-13	1
20	i	-5	-2	4	-1

# Remaining list, next part
cpd	smiles	LMPTP block	STEP inh	SKN-1 inh	Scp-1 inhibitor	NadD inh
21	CCn1cc(S(=O)(=O)NCCc2ccc(OC)c(OC)c2)cn1	0.8	0	9	1	2
22	CCNc1nc(Oc2ccc(OC)cc2)cc(C(F)(F)F)n1	1.2	-1	11	-5	-3
23	COc1cccc(CNC(=O)Cn2ncc3c(=O)oc4ccccc4c32)c1	0.4	1	-8	-12	-5
24	CC1=C(C(=O)N(C(C)C)C(C)C)CC(CC(=O)NCCc2ccccn2)C(=O)N1Cc1ccccc1 (configuration not stated)	-1.1	3	16	.	1
25	CCOC(=O)C1CCN(C(=O)Nc2ccc3nc(C)c(C)nc3c2)CC1	0.8	1	-5	-4	-3
26	O=C(NCCCN1CCOCC1)c1c(O)c2cc(Br)cc(Br)c2[nH]c1=O	-0.8	3	-5	0	0
27	Nc1c(-c2ccccc2)cnn1-c1cccc(Cl)c1	1.4	-1	14	-9	-1
28	COC(=O)c1sccc1NC(=O)Cc1ccc(OC)c(OC)c1	-1.0	2	5	-1	-7
29	CC(C)Cn1c(N)c(C(=O)CSc2nnnn2C)c(=O)n(C)c1=O	0.0	2	43*	-10	-1
30	Nc1cc(=O)[nH]c(SCC(=O)Nc2cccc(S(=O)(=O)N3CCCCC3)c2)n1	0.4	0	1	-12	1

cpd	Rpn11 inh	DNMT1 inh	CendR NRP1 mod	SUMO1 PPI mod	MT1-MMP act inh
21	i	83*	12	-2	1
22	i	-2	16	1	-12
23	i	3	-2	6	-5
24	i	4	-7	4	4
25	i	1	-16	-4	2
26	i	3	-9	7	-3
27	i	0	-4	-1	-2
28	i	10	4	1	1
29	i	3	5	3	4
30	i	1	6	8	-1

# Ordered by molar mass (rising): part of the list above
cpd	smiles	LMPTP block	STEP inh	SKN-1 inh	Scp-1 inhibitor	NadD inh
22	CCNc1nc(Oc2ccc(OC)cc2)cc(C(F)(F)F)n1	1.2	-1	11	-5	-3
28	COC(=O)c1sccc1NC(=O)Cc1ccc(OC)c(OC)c1	-1.0	2	5	-1	-7
26	O=C(NCCCN1CCOCC1)c1c(O)c2cc(Br)cc(Br)c2[nH]c1=O	-0.8	3	-5	0	0

cpd	Rpn11 inh	DNMT1 inh	CendR NRP1 mod	SUMO1 PPI mod	MT1-MMP act inh
22	i	-2	16	1	-12
28	i	10	4	1	1
26	i	3	-9	7	-3

# (next part)
cpd	smiles	LMPTP block	STEP inh	SKN-1 inh	Scp-1 inhibitor	NadD inh
31	COc1ccc(-c2c(-c3cc(OC)cc(OC)c3)n(C)c3ccc(-c4ccc(SC)cc4)cc23)cc1	-0.9	-1	1	-8	6
32	CCN(CC)c1ccc(NC(=O)CCNS(=O)(=O)c2ccc3c(c2)CCC(=O)N3)c(C)c1	-1.1	-2	-2	6	2
33	COc1ccc(N2CC(O)=C(c3nc(C)cs3)C2=N)cc1	-0.8	-2	6	-5	5
34	Cc1ccc(S(=O)(=O)N2CCOCC2)cc1NC(=O)COC(=O)c1ccc(OCc2c(C)noc2C)cc1	-0.3	-1	1	-4	0
35	COc1cc(S(=O)(=O)NCC2COCCO2)ccc1-n1cnnn1 (configuration not stated)	-1.3	-1	10	-8	3
36	O=C(O)CCSc1nnc(-c2cccnc2)n1-c1ccccc1	-0.1	-1	-5	-7	-2
37	O=S(=O)(c1ccccc1F)N1CCN(C(=S)NCc2ccccc2)CC1	-0.5	3	5	-10	-5
38	Cc1ccc(CNC(=O)CCc2nc3ccccc3c(=O)[nH]2)cc1	-1.6	0	-8	-3	0
39	CCOC(=O)C1=CCN(S(=O)(=O)c2ccccc2F)C1c1ccc(Cl)c(Cl)c1 (configuration not stated)	1.9	6	13	.	-5
40	COc1ccc(NC(=S)NCc2ccccc2Cl)c(OC)c1	-1.8	1	9	2	2

cpd	Rpn11 inh	DNMT1 inh	CendR NRP1 mod	SUMO1 PPI mod	MT1-MMP act inh
31	i	5	10	-1	-1
32	i	-2	-6	4	2
33	i	1	5	1	-5
34	i	-3	8	-4	-1
35	i	3	-6	-2	-3
36	i	-1	-13	1	4
37	i	0	9	-1	0
38	i	3	-2	2	-2
39	i	-1	4	5	3
40	i	4	-13	7	3

# (further entries)
cpd	smiles	LMPTP block	STEP inh	SKN-1 inh	Scp-1 inhibitor	NadD inh
41	CC1CCN(c2ccc(/C=C(\C#N)c3nn(-c4ccccc4)c(N)c3C#N)cc2[N+](=O)[O-])CC1	2.2	-3	6	-7	18
42	CC1(C(=O)NS(=O)(=O)c2ccc(F)cc2F)CCN1C(=O)CC1CCCCC1 (configuration not stated)	-2.6	1	5	.	-5
43	N#C/C(=C\c1ccc[nH]1)C(=O)Nc1ccccc1Cl	2.1	1	9	-7	2
44	CC(C)(C)SCCNC(=O)CN(c1ccc(F)cc1)S(C)(=O)=O	-1.0	-2	7	-8	4
45	COc1ccc(-n2nc(C(=O)NCC(=O)NCCC3=CCCCC3)c3ccccc3c2=O)c(OC)c1	1.1	0	-1	-1	-1
46	CCOC(=O)c1[nH]c(C)c(C(=O)NCCN2CCOCC2)c1C	-2.1	-1	3	-8	-5

cpd	Rpn11 inh	DNMT1 inh	CendR NRP1 mod	SUMO1 PPI mod	MT1-MMP act inh
41	i	-12	-4	-3	6
42	i	1	-4	0	-1
43	i	12	1	2	-6
44	i	-2	-2	-1	3
45	i	-2	5	2	0
46	i	1	-7	1	1

# Profiles as entered above.
# `CC(C)(C)SCCNC(=O)CN(c1ccc(F)cc1)S(C)(=O)=O` is entered as LMPTP block: -1.0; STEP inh: -2; SKN-1 inh: 7; Scp-1 inhibitor: -8; NadD inh: 4; Rpn11 inh: i; DNMT1 inh: -2; CendR NRP1 mod: -2; SUMO1 PPI mod: -1; MT1-MMP act inh: 3
# `COc1ccc(-n2nc(C(=O)NCC(=O)NCCC3=CCCCC3)c3ccccc3c2=O)c(OC)c1` is entered as LMPTP block: 1.1; STEP inh: 0; SKN-1 inh: -1; Scp-1 inhibitor: -1; NadD inh: -1; Rpn11 inh: i; DNMT1 inh: -2; CendR NRP1 mod: 5; SUMO1 PPI mod: 2; MT1-MMP act inh: 0
# `N#C/C(=C\c1ccc[nH]1)C(=O)Nc1ccccc1Cl` is entered as LMPTP block: 2.1; STEP inh: 1; SKN-1 inh: 9; Scp-1 inhibitor: -7; NadD inh: 2; Rpn11 inh: i; DNMT1 inh: 12; CendR NRP1 mod: 1; SUMO1 PPI mod: 2; MT1-MMP act inh: -6

# High-throughput results as filed in PubChem.
